From PubChem BioAssay
USP1-UAF1 inh: Inhibitors of USP1/UAF1: Primary Screen; 390,000 compounds, 0.23% hits; recombinant USP1/UAF1, Ub-Rhodamine cleavage fluorescence; Ubiquitin carboxyl-terminal hydrolase 1 (Homo sapiens), O94782; AID 743255, 2014; Potency, µM (series often up to 57.1 µM), for the others: top-dose activity change, negative = inhibition, most hits filed as inhibitors; note: potency is the fitted concentration of half-maximal effect; % is set by controls: 0 for no effect and ±100 for the full control effect; nearly all actives have a fitted effect of over 60% in size; inactives centre near -12
Target sequence (O94782 whole entry, looked up): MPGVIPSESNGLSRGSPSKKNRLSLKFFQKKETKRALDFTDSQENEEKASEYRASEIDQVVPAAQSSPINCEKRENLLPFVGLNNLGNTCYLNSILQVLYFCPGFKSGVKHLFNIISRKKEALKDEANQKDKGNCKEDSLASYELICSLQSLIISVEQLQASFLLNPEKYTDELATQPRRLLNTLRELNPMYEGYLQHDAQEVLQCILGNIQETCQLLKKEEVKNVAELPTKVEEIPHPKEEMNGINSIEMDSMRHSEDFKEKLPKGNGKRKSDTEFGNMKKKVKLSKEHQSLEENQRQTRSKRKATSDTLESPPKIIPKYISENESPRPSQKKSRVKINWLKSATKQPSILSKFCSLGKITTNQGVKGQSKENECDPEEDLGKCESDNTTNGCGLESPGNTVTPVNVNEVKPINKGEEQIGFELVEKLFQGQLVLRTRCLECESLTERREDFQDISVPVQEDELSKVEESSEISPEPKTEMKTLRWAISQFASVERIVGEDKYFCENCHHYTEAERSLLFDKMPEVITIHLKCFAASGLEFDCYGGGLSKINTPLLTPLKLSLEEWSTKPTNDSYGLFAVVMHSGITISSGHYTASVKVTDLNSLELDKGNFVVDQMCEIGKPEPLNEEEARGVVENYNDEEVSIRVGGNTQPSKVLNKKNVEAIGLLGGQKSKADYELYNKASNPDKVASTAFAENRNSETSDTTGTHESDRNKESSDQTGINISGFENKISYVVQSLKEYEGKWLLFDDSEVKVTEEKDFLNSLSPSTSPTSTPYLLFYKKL
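1 nM enzyme complex + cpd, 15 min RT; start with Ub-Rho 150nM final; kinetic fluorescence ex 480/em 540, 6 reads q60 s. Buffer 50mM HEPES pH 7.8, 0.5mM EDTA, 0.1 mg/ml BSA, 1mM TCEP, 0.01% Tween-20.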
HP1b binding inh: HTS for Inhibitors of HP1-beta Chromodomain Interactions with Methylated Histone Tails; AID 540317, 2011; 390,000 compounds, 0.56% hits; AlphaScreen HP1-beta / biotin-H3K9me3 peptide binding; Potency, µM (highest dose often 114 µM), for the others: at the highest dose activity change, negative = inhibition, hits mostly inhibitors; Chromobox protein homolog 1 (Homo sapiens), P83916; note: potency is the fitted concentration of half-maximal effect; nearly all actives have a fitted effect of over 70% in size; inactives centre near 23
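AlphaScreen: HP1-beta (50 nM) preformed 30 min with biotin-H3(1-18)K9me3 peptide (50 nM) in PBS pH 7.4, 0.01% Tween-20. Compound added for 30 min at RT, then streptavidin donor/nickel chelate acceptor beads (10 ug/mL) for 30 min.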
rTrxR1 inhibitor: qHTS Assay for Inhibitors of Mammalian Selenoprotein Thioredoxin Reductase 1 (TrxR1): qHTS; recombinant rTrxR1, NADPH fluorescence consumption, selenite substrate; Potency, µM (doses to about 114 µM), without a hit: top-dose activity change, negative = inhibition, usual class: inhibitors; 390,000 compounds, 1% hits; note: potency is the fitted concentration of half-maximal effect; % is set by controls: 0 for no effect and ±100 for the full control effect; nearly all actives have a fitted effect of over 65% in size
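Rat TrxR1 (90 nM in the dispensed reagent) was pre-reduced with 400 uM NADPH for 5 min at room temperature, then incubated with compound for 15 min. After 400 uM selenite was added, NADPH fluorescence (Ex 340/Em 450 nm) was followed for 8 min.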
PI4K2A inh: qHTS for small molecular inhibitors of PI4K2A; purified PI4K2A, ADP-Glo luminescence, 1 h; hits give low values; activity change, negative = inhibition, % at 76.9 µM; 420,000 compounds, 0.13% hits; AID 1346378, 2018; in the data active = activity change below about -50%; inconclusive = mostly about -30% to -49%;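 note: -100% = wells without enzyme as full effect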
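ADP-Glo luminescence measured ADP generated by PI4K2A enzyme (4 ug/mL before mixing) with 1.2 mM PI substrate (pre-mix) and 300 microM ATP (pre-mix). Tris pH7.5 buffer with MgCl2, Triton X-100; 1 h reaction at ambient temperature.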
GLS inhibitor: qHTS for Inhibitors of Glutaminase (GLS). Glutaminase kidney isoform, mitochondrial (Homo sapiens), O94925. GLS enzymatic activity, qHTS titration. Potency, µM (doses to about 45.5 µM), without a hit: at the top dose activity change, negative = inhibition, hits mostly inhibitors. 410,000 compounds, 0.21% hits; note: potency is the fitted concentration of half-maximal effect; % is set by controls: 0 for no effect and ±100 for the full control effect
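hKGA; 45 mM KH2PO4 pH 8.2 + 0.02% Tween-20; cpd via pin tool; 1 mM Gln soln; GluOx/HRP/Amplex Red; RT 30 min; fluor. t0 & final.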
Tb PGK inh: qHTS Assay to Find Inhibitors of Phosphoglycerate Kinase | Phosphoglycerate kinase, glycosomal (Trypanosoma brucei brucei), P07378 | PGK/GAPDH coupled, Kinase-Glo luminescence, 60 min | Potency, µM (doses to about 57.5 µM), without a hit: at the highest dose activity change, negative = inhibition, usual class: inhibitors | 380,000 compounds, 0.043% hits; note: potency is the fitted concentration of half-maximal effect; % is set by controls: 0 for no effect and ±100 for the full control effect; nearly all actives have a fitted effect of over 60% in size
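Luminescent ATP detection (Kinase-Glo Plus) follows a 60-minute room-temperature incubation, with wells lacking PGK as controls. Buffer: 100 mM TEA (pH 7.6), 5 mM MgCl2, 0.01% Tween-20. Coupling enzyme GAPDH (100 nM final) supplies unstable 1,3-BPG in-well.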
mIDH1 inhibitor: qHTS for Inhibitors of mutant isocitrate dehydrogenase 1 (IDH1): qHTS; Isocitrate dehydrogenase [NADP] cytoplasmic (Homo sapiens), O75874; Potency, µM (titrated, usually from 76.6 µM), for inactives: at the top dose activity change, negative = inhibition, actives largely listed as inhibitors; IDH1-R132H enzyme, NADPH consumption, diaphorase/resazurin fluorescence; AID 602179, 2012; 390,000 compounds, 0.093% hits; note: potency is the fitted concentration of half-maximal effect; % is set by controls: 0 for no effect and ±100 for the full control effect; nearly all actives have a fitted effect of over 65% in size
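IDH1-R132H (0.5 ug/mL dispensed) in pH 7.5 Tris buffer was preincubated 30 min with compound, then given a substrate mix of 0.016 mM NADPH and 2 mM alpha-KG for 80 min at room temperature; remaining NADPH was read by diaphorase/resazurin fluorescence.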
Pin1 inhibitor: qHTS Assay to Find Inhibitors of Pin1. Peptidyl-prolyl cis-trans isomerase NIMA-interacting 1 (Homo sapiens), Q13526. Pin1 FP peptide displacement, HiFluor488, 10 min. Potency, µM (titrated, usually from 115 µM), inactives show at the highest dose activity, negative = inhibition, usual class: inhibitors. 390,000 compounds, 0.009% hits. AID 504891, 2011; active = well fitted inhibition curve with a large enough effect in the polarisation, with a control signal flat, not every such curve was filed as active; inconclusive = small, poorly fitted or top-dose-only effect, or effect the other way, or a change in a side signal; inactive = no such curve, though single readings can be large or run the other way; the % refers to the polarisation; note: potency is the fitted concentration of half-maximal effect; % is set by controls: 0 for no effect and ±100 for the full control effect
Target sequence (Q13526 whole entry, looked up): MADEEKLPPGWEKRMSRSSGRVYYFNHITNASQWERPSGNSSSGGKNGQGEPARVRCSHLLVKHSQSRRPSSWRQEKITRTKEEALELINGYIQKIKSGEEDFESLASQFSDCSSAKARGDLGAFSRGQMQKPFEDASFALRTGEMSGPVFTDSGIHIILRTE
TrxR1 substrate: qHTS Assay for Substrates of Mammalian Selenoprotein Thioredoxin Reductase 1 (TrxR1): qHTS | purified TrxR1 substrate turnover, NADPH consumption readout | Potency, µM (doses to about 114 µM), for the others: at the highest dose activity change, negative = substrate turnover | 390,000 compounds, 0.01% hits | AID 588456, 2011; note: potency is the fitted concentration of half-maximal effect; % is set by controls: 0 for no effect and ±100 for the full control effect; nearly all actives have a fitted effect of over 50% in size
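Rat TrxR1, dispensed at 90 nM, was prereduced with 400 uM NADPH (final) for 5 min at ~22 deg C, then incubated with compound 15 min before 400 uM selenite. A first-read NADPH fluorescence drop versus no-compound background flagged substrates.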
An asterisk follows results filed as active; i = inactive; ? = inconclusive; nt = not tested or not shown; [ ] = another dose, or the depositor's remark. Unless noted, calls come from the whole dose curve; as a rule, active = well fitted curve in the direction sought with a large enough effect; inconclusive = small, poorly fitted or top-dose-only effect, or another doubt; inactive = no such curve, though single readings can be large; an effect the other way counts as inactive or inconclusive.

| item | rTrxR1 inhibitor | mIDH1 inhibitor | PI4K2A inh | USP1-UAF1 inh | HP1b binding inh | Pin1 inhibitor | Tb PGK inh | GLS inhibitor | TrxR1 substrate | molecule |
| --- | --- | --- | --- | --- | --- | --- | --- | --- | --- | --- |
| 1 | 18.0% | 0.7% | 0.0 | -22.8% | 28.1% | -9.9% | i | -0.1% | 0.5% | CCOC(=O)Cn1nc(C)cc1NC(=O)c1cc(OC)c(OC)c(OC)c1 |
| 2 | 7.0%[57.1 µM] | 3.0% | 3.7 | -15.6% | 33.5% | -0.9% | 5.8% | 13.9% | 3.2%[57.1 µM] | O=C(CSc1nnc(-c2cccnc2)n1Cc1ccccc1)NCc1ccccc1 |
| 3 | 20.8%[57.1 µM] | 6.0% | -3.1 | -16.2% | 27.9% | -4.6% | 3.7% | 4.3% | 17.6%[57.1 µM] | COc1ccccc1NC(=O)Nc1ccccc1C#N |
| 4 | 4.3% | -2.9% | 0.5 | ? | 25.7% | 16.0% | 1.9% | -4.5% | -2.7% | Cc1cc2cc(C)c(SCC(=O)NCc3ccco3)nc2cc1C |
| 5 | -1.8% | 11.9% | 17.5 | -18.5% | 16.6% | -2.1% | -3.4% | -0.5% | -3.5% | CCOc1ccc(-n2c(SCC)nc3c(c2=O)SCC3)cc1 |
| 6 | 20.2% | 17.0% | 3.4 | -20.4% | 43.5%[activator] | 0.5% | -8.9% | -18.5% | -2.8% | O=c1c2ccccc2ncn1CCOc1ccccc1[N+](=O)[O-] |
| 7 | 14.6%[57.1 µM] | 7.2% | 0.1 | 0.0% | 29.4% | 30.6%[activator] | -1.5% | 0.0% | 6.0% | Cc1ccc(-c2nnn(CC(=O)N(c3cnc4ccccc4c3)C(C(=O)NC3CCCC3)c3ccncc3)n2)o1 (stereo unspecified) |
| 8 | 7.3%[57.1 µM] | 10.0% | -3.1 | -3.0% | 24.6% | 3.7% | 2.4% | 0.4% | 9.0%[57.1 µM] | CCOc1ccccc1C=NNC(=O)c1cccc2ccccc12 |
| 9 | -3.0%[57.1 µM] | -6.5% | 1.0 | -12.7% | 19.7% | -0.4% | -0.9% | 4.2% | -1.2%[57.1 µM] | C=CCC(c1ccccc1)N(C(C)=O)c1ccco1 (stereo unspecified) |
| 10 | 7.4% | -6.7% | 1.3 | -28.9% | 4.1% | 19.1% | -7.6% | 0.3% | -9.3% | COc1cccc(N2CCN(C(=O)C3CCCN(S(=O)(=O)c4cccc5nsnc45)C3)CC2)c1 (stereo unspecified) |
| 11 | -11.2% | 1.8% | -1.7 | -11.8% | 20.5% | 2.8% | -0.5% | ? | -7.1% | O=c1cnnc(N/N=C/c2ccccn2)[nH]1 |
| 12 | 17.8%[57.1 µM] | 15.6% | -1.2 | -14.6% | ? | -1.7% | 5.8% | -2.9% | 1.1%[57.1 µM] | CN(C)c1ccc(C(CNS(=O)(=O)c2ccc(Br)cc2)N2CCCC2)cc1 (stereo unspecified) |
| 13 | nt | 22.1% | -0.4 | -21.7% | nt | nt | -6.9% | 3.8% | nt | COc1ncnc2c1ncn2CCCN(CCCc1ccccc1)CCCn1cnc2c(OC)ncnc21 |
| 14 | -15.4% | 4.1% | 1.9 | -15.2% | 28.4% | 2.8% | -1.5% | -3.7% | -10.8% | N/C(=C/C(=O)c1ccccc1O)C(F)(F)F |
| 15 | 2.1% | 5.3% | 5.6 | 0.8% | -5.5% | 8.6% | i | -19.9% | 12.9%[57.1 µM] | CCOC(=O)c1ccc(CNC(=O)Cn2nnc(-c3ccc(C)cc3)n2)o1 |
| 16 | 14.0%[57.1 µM] | -1.2% | -2.1 | 6.6% | 21.7% | -6.1% | -8.1% | -0.4% | 8.4%[57.1 µM] | COc1ccc(/C=N/n2cnnc2SCCO)cc1OC |
| 17 | 13.5% | -4.3% | 1.3 | -17.0% | -6.9% | -6.8% | -4.9% | 3.4% | 8.1%[57.1 µM] | O=C(Nc1cccc(S(=O)(=O)Nc2ccccc2F)c1)c1ccco1 |
| 18 | 15.5% | 29.0% | 1.1 | -28.5% | 24.5% | -6.8% | i | 11.1% | 1.5% | O=C(Nc1sc2c(c1C(=O)O)CCCC2)c1ccccc1Cl |
| 19 | 11.2% | 17.1% | 2.9 | 12.2% | -29.7% | -10.6% | 0.7% | -4.0% | 4.8% | C/C(=C\c1ccccc1)CN1CCC(C(=O)N2CCC(C)CC2)CC1 |
| 20 | 29.0%[57.1 µM] | 6.7% | -2.3 | -18.2% | 8.5% | -2.2% | -7.4% | -2.4% | 28.6%[57.1 µM] | CCOc1ccc(-c2cc(C(=O)NCCCOC)c3c(-c4ccc(CC)cc4)[nH]nc3n2)cc1 |

Rewritten with bars between the fields: 2 of the compounds above.
No. | SMILES | rTrxR1 inhibitor | mIDH1 inhibitor | PI4K2A inh | USP1-UAF1 inh | HP1b binding inh | Pin1 inhibitor | Tb PGK inh | GLS inhibitor | TrxR1 substrate
1 | CCOC(=O)Cn1nc(C)cc1NC(=O)c1cc(OC)c(OC)c(OC)c1 | 18.0% | 0.7% | 0.0 | -22.8% | 28.1% | -9.9% | i | -0.1% | 0.5%
17 | O=C(Nc1cccc(S(=O)(=O)Nc2ccccc2F)c1)c1ccco1 | 13.5% | -4.3% | 1.3 | -17.0% | -6.9% | -6.8% | -4.9% | 3.4% | 8.1%[57.1 µM]

Sorted by length of the SMILES (lowest first): some entries from above
| item | rTrxR1 inhibitor | mIDH1 inhibitor | PI4K2A inh | USP1-UAF1 inh | HP1b binding inh | Pin1 inhibitor | Tb PGK inh | GLS inhibitor | TrxR1 substrate | molecule |
| --- | --- | --- | --- | --- | --- | --- | --- | --- | --- | --- |
| 3 | 20.8%[57.1 µM] | 6.0% | -3.1 | -16.2% | 27.9% | -4.6% | 3.7% | 4.3% | 17.6%[57.1 µM] | COc1ccccc1NC(=O)Nc1ccccc1C#N |
| 14 | -15.4% | 4.1% | 1.9 | -15.2% | 28.4% | 2.8% | -1.5% | -3.7% | -10.8% | N/C(=C/C(=O)c1ccccc1O)C(F)(F)F |
| 9 | -3.0%[57.1 µM] | -6.5% | 1.0 | -12.7% | 19.7% | -0.4% | -0.9% | 4.2% | -1.2%[57.1 µM] | C=CCC(c1ccccc1)N(C(C)=O)c1ccco1 (stereo unspecified) |
| 18 | 15.5% | 29.0% | 1.1 | -28.5% | 24.5% | -6.8% | i | 11.1% | 1.5% | O=C(Nc1sc2c(c1C(=O)O)CCCC2)c1ccccc1Cl |
| 17 | 13.5% | -4.3% | 1.3 | -17.0% | -6.9% | -6.8% | -4.9% | 3.4% | 8.1%[57.1 µM] | O=C(Nc1cccc(S(=O)(=O)Nc2ccccc2F)c1)c1ccco1 |
| 2 | 7.0%[57.1 µM] | 3.0% | 3.7 | -15.6% | 33.5% | -0.9% | 5.8% | 13.9% | 3.2%[57.1 µM] | O=C(CSc1nnc(-c2cccnc2)n1Cc1ccccc1)NCc1ccccc1 |
| 12 | 17.8%[57.1 µM] | 15.6% | -1.2 | -14.6% | ? | -1.7% | 5.8% | -2.9% | 1.1%[57.1 µM] | CN(C)c1ccc(C(CNS(=O)(=O)c2ccc(Br)cc2)N2CCCC2)cc1 (stereo unspecified) |
| 13 | nt | 22.1% | -0.4 | -21.7% | nt | nt | -6.9% | 3.8% | nt | COc1ncnc2c1ncn2CCCN(CCCc1ccccc1)CCCn1cnc2c(OC)ncnc21 |
| 20 | 29.0%[57.1 µM] | 6.7% | -2.3 | -18.2% | 8.5% | -2.2% | -7.4% | -2.4% | 28.6%[57.1 µM] | CCOc1ccc(-c2cc(C(=O)NCCCOC)c3c(-c4ccc(CC)cc4)[nH]nc3n2)cc1 |
| 10 | 7.4% | -6.7% | 1.3 | -28.9% | 4.1% | 19.1% | -7.6% | 0.3% | -9.3% | COc1cccc(N2CCN(C(=O)C3CCCN(S(=O)(=O)c4cccc5nsnc45)C3)CC2)c1 (stereo unspecified) |
| 7 | 14.6%[57.1 µM] | 7.2% | 0.1 | 0.0% | 29.4% | 30.6%[activator] | -1.5% | 0.0% | 6.0% | Cc1ccc(-c2nnn(CC(=O)N(c3cnc4ccccc4c3)C(C(=O)NC3CCCC3)c3ccncc3)n2)o1 (stereo unspecified) |

Not all compounds are listed; rates above refer to the full screens.
